# Assay outcomes as filed in PubChem BioAssay.
# EBNA-1 inhibitor = blocks EBNA-1 binding to DNA; hit rate 0.34% among 300,000; AID 1950; inhibition, % at 14.8 µM; EBNA-1 DNA binding, fluorescence polarization; in the data active = inhibition above about 28%
# TPT1 inhibitor = blocks Candida albicans tRNA 2'-phosphotransferase; recombinant caTPT1, FP RNA substrate dephosphorylation; inhibition, % at 5 µM; hit rate 0.81% among 300,000; AID 1962;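 active = inhibition above the mean of all tested compounds plus 3 SD, set per screening campaign, cut at about 24% in these data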;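 note: plate controls were DMSO alone for no effect and ferristatin control at 100 nM for full effect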
# Yeast superoxide = yeast age-related superoxide inhibition as caloric restriction mimetic; AID 2690; S. cerevisiae aged cells, superoxide DHE fluorescence; active compounds read low; hit rate 0.18% among 330,000; superoxide response (% of plate mean), % at 10 µM;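 active = superoxide response under a set limit, about three screen SD below normal, cut at about 65% in these data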;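 note: yeast aged for seven days with compound at 30 °C before DHE staining; 100% = average MFI of all compound-treated wells on the plate with controls excluded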
# PP5 primary = blocks human protein phosphatase 5 activity. inhibition, % at 6.7 µM. hit rate 0.18% among 320,000. P53041. purified PP5c, OMFP substrate fluorescence;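 active = inhibition above the campaign's mean inhibition across all tested compounds plus 3 SD, cut at about 9.5% in these data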;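 note: 0% = DMSO only and 100% = 100 µM cantharidin control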
# Target sequence (P53041 whole entry, looked up): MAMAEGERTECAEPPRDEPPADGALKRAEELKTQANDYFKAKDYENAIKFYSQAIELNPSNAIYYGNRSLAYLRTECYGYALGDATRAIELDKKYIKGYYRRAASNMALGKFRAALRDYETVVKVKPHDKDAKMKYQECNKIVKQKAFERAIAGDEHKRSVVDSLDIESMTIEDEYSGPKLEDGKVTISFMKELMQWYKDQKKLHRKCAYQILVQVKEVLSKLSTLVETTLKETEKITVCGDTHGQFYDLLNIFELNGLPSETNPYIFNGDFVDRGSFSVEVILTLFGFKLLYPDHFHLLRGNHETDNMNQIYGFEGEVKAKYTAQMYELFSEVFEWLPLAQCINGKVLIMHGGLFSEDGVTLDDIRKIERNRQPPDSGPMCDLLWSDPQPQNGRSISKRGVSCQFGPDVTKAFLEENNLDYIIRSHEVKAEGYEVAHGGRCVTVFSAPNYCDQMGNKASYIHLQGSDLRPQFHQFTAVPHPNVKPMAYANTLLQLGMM
# Fh CTSL1 inh = cathepsin L1 inhibition, PFM18AAP counter-screen. recombinant F. hepatica cathepsin L1, Z-Leu-Arg-MCA fluorescence. AID 1906. hit rate 0.49% among 300,000. inhibition, % at 5.96 µM;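 active = inhibition above the mean of all tested compounds plus 3 SD, set per screening campaign, cut at about 17% in these data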;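 note: 0% = plate median of test compound wells and 100% = 1 µM Z-Phe-Ala-diazomethylketone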
# ZTA counter = ZTA (EBV) inhibition in EBNA-1 counter-screen. P03206. ZTA-DNA binding, fluorescence polarization. inhibition, % at 11 µM. hit rate 0.15% among 320,000; in the data active = inhibition above about 33%
# Target sequence (P03206 whole entry, looked up): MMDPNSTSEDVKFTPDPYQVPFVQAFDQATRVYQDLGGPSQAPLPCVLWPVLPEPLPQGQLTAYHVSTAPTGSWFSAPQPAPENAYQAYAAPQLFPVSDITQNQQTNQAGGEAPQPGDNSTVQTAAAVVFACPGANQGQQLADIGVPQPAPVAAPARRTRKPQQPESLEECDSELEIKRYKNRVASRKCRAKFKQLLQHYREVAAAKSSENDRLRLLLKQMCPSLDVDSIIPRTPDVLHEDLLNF
# core dimer inh = HCV core protein dimerization inhibition. inhibition, % at 5 µM. TR-FRET GST/Flag-core106 dimerization, 1536-well. hit rate 0.33% among 300,000;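 active = inhibition above the mean of all tested compounds plus 3 SD, set per screening campaign, cut at about 45% in these data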
#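 Assay system: Tagged HCV core106 pair (GST and Flag) | Buffer or medium: KF-containing HEPES buffer, pH 7.45, DTT, CHAPS, BSA | Also added: Eu donor and XL665 acceptor anti-tag antibodies | Dosing: One concentration, 5 µM, in 0.5% DMSO | Timing: 4 h at 22.5 °C | Technique: TR-FRET 671 and 617 nm emission | Repeats: Singlicate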
# PP1 counter = blocks human PP1-alpha phosphatase, a PP5 counter-screen; P62136; AID 2235; purified PP1alpha, OMFP fluorescence; hit rate 0.9% among 320,000; inhibition, % at 6.7 µM;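 active = inhibition above the mean inhibition of all tested compounds plus 3 SD, computed separately for each screening campaign, cut at about 15% in these data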
# Target sequence (P62136 whole entry, looked up): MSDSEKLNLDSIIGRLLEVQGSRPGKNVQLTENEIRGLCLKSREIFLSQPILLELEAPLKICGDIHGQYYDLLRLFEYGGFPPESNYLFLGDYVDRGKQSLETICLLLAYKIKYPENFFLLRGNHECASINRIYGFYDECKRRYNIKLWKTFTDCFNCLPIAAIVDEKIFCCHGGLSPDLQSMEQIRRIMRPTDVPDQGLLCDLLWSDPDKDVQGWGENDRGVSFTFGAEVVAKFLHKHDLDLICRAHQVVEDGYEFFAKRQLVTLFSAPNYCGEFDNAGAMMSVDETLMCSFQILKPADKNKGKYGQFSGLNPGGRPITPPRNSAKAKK
# JMJD2C inh = human JMJD2C demethylase inhibition; Q9H3R0; GST-JMJD2C(1-420) H3K9me3 demethylation, DELFIA europium; inhibition, % at 2.35 µM; hit rate 0.069% among 330,000; AID 2099;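 active = more than half of a compound's replicate wells show inhibition beyond 50%, single wells judged on their own value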;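 note: signal counts dimethyl H3K9 product captured on neutravidin plate; 0% = median of DMSO wells and 100% = 0.3 times that DMSO median; strong numbers were not always called active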
# Numbers without * were called inactive; i = inactive; · = no result given. Outcome played no part in choosing rows; about 3.1% have a hit in one of these screens.
SMILES,EBNA-1 inhibitor,TPT1 inhibitor,Yeast superoxide,PP5 primary,Fh CTSL1 inh,ZTA counter,core dimer inh,PP1 counter,JMJD2C inh
CCCCOC(=O)CCc1n[nH]c(=O)[nH]c1=O,10,-11,88,-2.8,0,-3,-8,-2,-2
CCOC(=O)c1c(O)c2ccccc2n(C)c1=O,6,0,75,0.4,1,0,2,4,17
Nc1c(-c2ccccc2)c(CN2CCOCC2)nn1-c1cccc([N+](=O)[O-])c1,-1,-4,92,2.2,-3,-12,-3,0,-14
O=C(Cn1nnc2ccccc21)Nc1ccccc1[N+](=O)[O-],-7,2,128,-0.9,2,-5,-2,1,2
CN(C)CC(=O)Nc1ccc2cn[nH]c2c1,-3,0,i,2.2,-4,-7,5,-2,27
CC(=O)c1ccc(OCC(O)CN2CC(C)OC(C)C2)cc1 (configuration not stated),5,-2,91,2.5,1,-12,-6,-1,9
O=S(=O)(c1ccc(Cl)cc1)N1CCSC1c1ccco1 (configuration not stated),7,-2,111,2.8,-7,-8,10,3,7
Nc1cccnc1Sc1cc(Cl)cc(Cl)c1,19,-3,96,-0.5,5,9,3,-5,4
CCOc1ccccc1N(CC(=O)NC1CCCCC1)C(=O)CNC(=O)c1ccco1,-14,-4,95,0.9,0,0,-1,-3,i
Cc1ccc(C)c(NC(=O)Cn2nc(-c3ccccc3)nc2-c2ccccc2)c1,50*,-1,99,0.7,-1,11,1,20*,-1
CCn1c(N2CCN(C(=O)C34CC5CC(CC(C5)C3)C4)CC2)nc2ccccc21,-1,-1,105,2.4,-5,8,6,0,-8
CC(C)Oc1ccc(Br)cc1/C=N\NC(N)=S,-17,4,100,-1.6,47*,-7,-1,3,-6
Cc1nc2scc(-c3ccc(Cl)cc3)c2c(=O)n1N,6,-2,119,0.9,0,8,4,-1,24
CC1(C)CSC(=NCc2ccccc2)N1C(=O)c1cccc([N+](=O)[O-])c1,5,0,111,4.6,0,10,5,-1,13
CC1CCCN(CCC(=O)c2ccc(Br)cc2)C1 (configuration not stated),-5,-3,95,2.7,2,-1,-2,2,9
COCCCNC(=O)CC(NS(=O)(=O)c1ccc(OC)cc1)c1ccc(OC)cc1 (configuration not stated),8,-1,98,0.1,1,23,-1,-6,-6
Cc1cccc(-n2c(N)cc(=O)nc2SCC(=O)Nc2cc(C)on2)c1,-14,0,104,2.6,0,4,-2,1,-28
C=CCOc1ccccc1C1C2=C(CC(C)(C)CC2=O)Nc2c1c(=O)n(C)c(=O)n2C (configuration not stated),-6,-13,101,1.4,2,-8,-2,-3,-7
CC(=O)Nc1ccc(NC(=O)CSc2nnc(C)c(=O)n2N)cc1,13,-2,103,-2.0,-3,16,0,2,24
COc1ccc(NS(=O)(=O)c2ccc(OC)c(N(C)S(=O)(=O)c3ccc(Cl)cc3)c2)cc1,-16,-2,110,5.0,5,-4,9,5,3
CCCn1nc(C(=O)NNC(=O)c2cccc(S(=O)(=O)NC(C)C)c2)c2ccccc2c1=O,10,-3,107,2.1,-11,-14,-1,1,8
COc1ccc(NC(=O)COC(=O)CNS(=O)(=O)c2ccc(F)c(F)c2F)cc1OC,4,3,99,-1.3,-4,9,0,8,-7
CCC1CCCCN1CCCNC(=O)C1CCN(S(=O)(=O)N2CCC3(CC2)OCCO3)CC1 (configuration not stated),9,0,120,1.3,-5,6,8,-5,19
N#Cc1cc2c(=O)n3ccccc3nc2n(Cc2ccco2)c1=NC(=O)c1ccco1,-10,-10,96,1.6,-7,4,23,7,1
COCCN(C(=O)CCC(=O)Nc1cc(C)on1)C(C(=O)NC1CCCC1)c1ccc(C(C)C)cc1 (configuration not stated),-5,-4,79,1.9,1,16,1,4,-1
CCc1c(C)sc(NC(=S)N2CCN(CC)CC2)c1C(=O)OC,6,2,97,0.1,5,8,9,3,13
Cc1ccnc(NC(=O)CCC(=O)N(CC(=O)NCc2ccccc2)Cc2ccccc2)c1,-5,-4,90,2.3,-3,-1,-4,4,-1
COc1ccc(S(=O)(=O)N2CCCCC2)cc1NC(=O)CNc1ccc(F)cc1C,·,·,110,4.1,·,-9,·,0,0
COc1ccc(-n2c(SCC(=O)Nc3ccc(C(=O)O)cc3)nnc2-c2ccccc2)cc1OC,-3,-2,117,0.8,-1,4,6,-2,3
Cc1sc2nc(N3CCOCC3)[nH]c(=O)c2c1-c1ccccc1,-6,1,96,0.9,3,-9,4,-3,2
O=C(COc1coc(CN2CCc3ccccc32)cc1=O)Nc1ccccc1,-4,5,95,-0.3,-2,6,3,-1,6
Cc1ccccc1CNC(=O)c1ccc(Cl)c([N+](=O)[O-])c1,14,2,108,0.4,0,7,7,-2,14
Cc1ccc(C(=O)NCC(=O)OC(C)C(=O)Nc2ccc(N(C)C)cc2)cc1C (configuration not stated),2,-2,104,0.4,0,1,-4,-4,-5
COC(CNC(=O)C(=O)NCC1CCCN1S(=O)(=O)c1cccs1)OC (configuration not stated),-7,3,98,0.2,2,3,-1,-2,11
COC(=O)c1cc(S(=O)(=O)NCC2CCN(Cc3ccc(Cl)cc3)CC2)cn1C,-11,-1,124,0.5,-4,14,1,-4,3
COC(=O)[C@@H](NC(=O)N1CCC(C)CC1)C(C)C,-1,-3,101,-0.3,-4,2,0,-4,7
CC/C(C)=N/NC(=S)NCc1ccco1,1,-4,103,0.5,-2,-10,-9,1,0
C(/CCc1ccccc1)=N\n1cnnc1,-12,4,125,2.2,2,7,-6,-8,8
CCN(Cc1nc(-c2ccc(OC)c(OC)c2)no1)C(=O)c1ccoc1C,6,0,107,0.1,5,23,-4,-2,-1
O=c1c2ccccc2nc(SCc2nc3ccccc3s2)n1Cc1ccco1,49*,-1,83,2.1,-3,-6,3,1,0
O=C(Nc1ccon1)Nc1cccc(Cl)c1Cl,8,0,94,1.0,-3,7,-1,2,-7
COc1cc(OC)cc(OC(=O)C2CCN(C(=O)c3ccc(Cl)cc3)CC2)c1,·,·,83,1.0,·,4,·,-2,1
O=C(O)C1C2CCC(C2)C1C(=O)Nc1ccc(Cl)c(Cl)c1 (configuration not stated),0,-3,100,0.3,-2,6,-3,-3,2
Cc1nc(-c2ccc(C(=O)O)cc2)cs1,5,1,87,0.1,-1,15,-1,-2,3
Cc1ccc(O)c(Sc2cc(C)ccc2O)c1,1,-1,105,4.2,12,-2,1,7,2

# Structures above printed as active in EBNA-1 inhibitor:
compound	EBNA-1 inhibitor	TPT1 inhibitor	PP5 primary	core dimer inh	JMJD2C inh
Cc1ccc(C)c(NC(=O)Cn2nc(-c3ccccc3)nc2-c2ccccc2)c1	50*	-1	0.7	1	-1
O=c1c2ccccc2nc(SCc2nc3ccccc3s2)n1Cc1ccco1	49*	-1	2.1	3	0

# Compound profiles, from the list above. Order of screens: EBNA-1 inhibitor	TPT1 inhibitor	Yeast superoxide	PP5 primary	Fh CTSL1 inh	ZTA counter	core dimer inh	PP1 counter	JMJD2C inh
# O=C(COc1coc(CN2CCc3ccccc32)cc1=O)Nc1ccccc1 in the list: -4	5	95	-0.3	-2	6	3	-1	6
# C(/CCc1ccccc1)=N\n1cnnc1 in the list: -12	4	125	2.2	2	7	-6	-8	8

# (more compounds)
SMILES,EBNA-1 inhibitor,TPT1 inhibitor,Yeast superoxide,PP5 primary,Fh CTSL1 inh,ZTA counter,core dimer inh,PP1 counter,JMJD2C inh
COc1cc(/C=N/NC(=O)c2cccc3ccccc23)cc(OC)c1OC,5,-1,101,1.6,-1,8,3,3,-12
NS(=O)(=O)c1ccc(CCNC(=O)c2cc([N+](=O)[O-])ccc2N2CCOCC2)cc1,·,·,100,-1.9,·,12,·,-3,6
CCN1CCN(c2cc3nc(C)n(Cc4ccccc4)c(=O)c3cc2NC(=O)c2ccccc2F)CC1,-22,2,74,3.4,-1,1,2,4,-5
Cn1c(SCC(=O)Nc2ccc3[nH]c(=O)[nH]c3c2)nnc1-c1ccccc1,-8,-1,106,2.5,0,15,4,2,2
CC[C@H]1OC(=O)[C@H](C)[C@@H](O[C@H]2C[C@@](C)(OC)[C@@H](O)[C@H](C)O2)[C@H](C)[C@@H](O[C@@H]2O[C@H](C)C[C@H](N(C)C)[C@H]2O)[C@](C)(O)C[C@@H](C)CN(C)[C@H](C)[C@@H](O)[C@]1(C)O,11,0,94,-1.9,3,13,15,-3,-9
COc1cc2nc(CC(C)C)n(NC(=O)c3ccccc3Br)c(=O)c2cc1OC,-3,3,108,4.0,-8,4,1,-2,2
O=c1oc2cc(O)ccc2c2c1CCCC2,5,2,87,0.2,6,0,3,2,8
O=C(NC(=S)NCCN1CCOCC1)c1cccc(Cl)c1,-9,-3,103,1.5,1,-18,-1,-5,12
O=C(NC(=S)Nc1nc(-c2ccccc2)cs1)c1cccs1,5,1,98,1.9,4,-5,6,0,22
O=C(CSc1nc(-c2ccco2)cc(C(F)(F)F)n1)N1CCN(c2cccc(Cl)c2)CC1,-21,5,88,3.4,3,0,26,12,-26
O=c1cc(N/N=C/c2ccccc2)[nH]c(=O)[nH]1,-11,1,123,4.2,6,-6,1,-2,31
COc1cccc2cc(C(=O)Nc3cc(C)cc(C)c3)/c(=N/NS(=O)(=O)c3ccccc3)oc12,15,-1,97,-0.8,-2,11,3,-1,20
CCCCN(C(=O)c1ccc2c(c1)OCCO2)c1c(N)n(CCCC)c(=O)[nH]c1=O,-4,-3,99,1.3,-2,0,-8,0,-2
COc1ccccc1N1CCN(C(=S)NC(=O)/C=C/c2ccccc2)CC1,-5,-3,103,0.5,1,4,-2,-2,3
COc1cc(NC(C)=O)ccc1NC(=O)c1cc2ccccc2o1,8,0,91,0.9,2,-7,-10,2,-5
O=C(COc1ccc([N+](=O)[O-])cc1)Nc1ccc(C(=O)NCc2cccnc2)cc1,1,1,100,-1.6,2,-1,-1,-3,-8
Cc1ccc2c(C)c(C(=O)N(Cc3ccncc3)CC3CCCO3)oc2c1C (configuration not stated),4,-4,98,0.7,4,24,7,4,0
c1ccc(-c2nc3ccccc3[nH]2)cc1,7,-4,100,-0.4,2,-7,1,3,10
CC(OC(=O)c1cc2sccc2n1C)C(=O)NCc1ccco1 (configuration not stated),-2,1,93,0.6,-1,-6,-3,0,4
Cc1ccc(SCCNC(=O)c2cccc([N+](=O)[O-])c2C)cc1,7,1,102,-1.3,-3,11,1,1,-2
CN(Cc1ccccc1)C(=O)C1CCN(S(=O)(=O)c2cccc3nsnc23)CC1,-8,-3,98,3.7,4,-18,-13,3,-1
O=C(C1=C[C@H](C2CC2)C[C@H](OCCCCO)O1)N1CCN(Cc2ccccc2)CC1,9,-1,105,-2.1,1,17,7,-3,-6
CCOC(=O)c1ccccc1NC(=O)CSc1nc(N)cc(=O)[nH]1,1,-1,94,-3.6,3,10,3,-1,-7
Cc1ccc(S(=O)(=O)N2C3C=CC(C3)C2C(=O)O)cc1 (configuration not stated),5,-3,93,-0.7,1,-17,0,-3,-7
O=c1[nH]n(-c2ccc(Cl)cc2)c2ncccc12,1,1,94,2.6,0,-6,-8,0,-6
CCNS(=O)(=O)c1ccc(CCC(=O)Nc2ccc(C(=O)OC)cc2)cc1,4,-2,96,2.2,1,-1,-3,-2,3
CCc1ccc(-c2csc(NC(=O)C3CCCO3)c2C(=O)OC(C)C)cc1 (configuration not stated),-2,-3,82,2.3,6,7,4,3,51
COc1ccc(/C=N/NC(=O)C2CCN(c3ncc(C(F)(F)F)cc3Cl)CC2)cc1,5,-2,93,0.7,-2,8,2,-1,5
COc1ccccc1C(CC(=O)O)c1ccc2c(c1)OCO2 (configuration not stated),6,2,105,-0.4,-1,5,0,0,5
O=C(/C=C/c1ccc2c(c1)OCO2)NCCSCc1ccc(Cl)cc1,-13,-2,84,4.1,0,23,3,0,-1
CN(c1ccccc1)S(=O)(=O)c1ccc(C(=O)N2CCc3ccccc3C2)cc1,-5,4,101,-0.6,-1,0,6,4,-7
